# IkB signaling: inhibitors of IkB signaling in ABC-DLBCL cells; Potency, µM (titrated, usually from 57.1 µM), inactives show top-dose IkBa stabilization activation; actives 0.04% (n = 110,000); ABC-DLBCL IkBa-CBG/CBR dual luciferase ratio, 4 h; response scale: scaled: untreated 0%, proteasome inhibitor 100%; active = well fitted curve in the direction sought with a large enough effect in the signal ratio, not every such curve was filed as active; inconclusive = small, poorly fitted or top-dose-only effect, or a change in a side signal; the % refers to the signal ratio;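 also: the direction sought is a rising ratio; 0% = basal untreated cells and 100% = reference inhibitor full response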
#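 Luminescence ratio of IκBα-fused green versus native red beetle luciferase in OCI-Ly3 cells, 4 h post-doxycycline with compound; red signal alone, scaled from basal (0%) to zero light (-100%), flagged nonspecific or cytotoxic effects.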
# p53ts 32C tox: p53ts cell cytotoxicity, permissive temperature; Potency, µM (titrated, usually from 46.1 µM), without a hit: at the highest dose activity change, negative = cytotoxicity, usual class: cytotoxic; actives 0.93% (n = 130,000); AID 924; H1299-p53A138V at 32C, ATP luminescence viability, 24 h;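 also: 0% = DMSO and -100% = full killing by reference compound; nearly all actives have a fitted effect of over 55% in size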
#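 H1299-p53 A138V cells (temperature-sensitive p53) exposed 24 h to up to 46 uM compound at 32C, where p53 is wild-type in conformation. Viability read as ATP luminescence and normalised to DMSO and 100 uM tamoxifen. AC50 fitted with the Hill equation.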
# p53ts 39C kill: cytotoxicity in p53ts cells at nonpermissive temperature | H1299-p53A138V viability at 39C, ATP luminescence, 24 h | actives 1.5% (n = 130,000) | Potency, µM (top dose mostly 46.1 µM), inactives show top-dose activity change, negative = cell killing, actives largely listed as cytotoxic; also: nearly all actives have a fitted effect of over 55% in size
# Peg3 imprint: induces erasure of genomic imprints in mouse ES cells; AID 1948; actives 0.02% (n = 110,000); mouse ES Peg3-LacZ reporter, beta-gal luminescence, 40 h; Potency, µM (series often up to 60.7 µM), without a hit: top-dose activity change, positive = activation, usual class: activators;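 also: 0% = negative control wells on the plate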
#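 Each well holds 300 Peg3LacZ-Neo (maternal) female ES cells incubated 40 h at 37C, 5% CO2. LacZ is measured by BetaGlo luminescence, with AC50 and maximum efficacy derived from dose-response curves.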
# * marks the source's active call; other numbers are inactive results; ? = inconclusive; / = not tested or not shown; [ ] = remark or other dose. Unless noted, calls follow the shape of the dose curve; as a rule, active = well fitted curve in the direction sought with a large enough effect; inconclusive = small, poorly fitted or top-dose-only effect, or another doubt; inactive = no such curve, though single readings can be large; an effect the other way counts as inactive or inconclusive. Unless noted, % is scaled to controls: 0 for no effect and ±100 for the full control effect; potency is read from the fitted curve at half-maximal effect.
Structure | p53ts 32C tox | Peg3 imprint | IkB signaling | p53ts 39C kill
OC[C@@H]1O[C@@H](O)[C@H](N=Cc2ccc3c(c2)OCO3)[C@@H](O)[C@@H]1O | 1%[9.22 µM] | -5%[10.9 µM] | 1.8%[11.4 µM] | 4%[9.22 µM]
COc1ccc(CCNC(=O)c2nc3ncccn3n2)cc1OC | 7% | -8% | 1.1% | 3%
Cc1ccc(CNc2ccc(-c3nc(-c4ccncc4)no3)cc2[N+](=O)[O-])cc1 | -16% | 5%[10.9 µM] | 8.9% | -5%
O=c1cc(N2CCN(Cc3ccccc3)CC2)[nH]c(=O)n1Cc1ccc(F)cc1 | -10% | -1% | -0.7% | -4%
Cc1ccc(NS(=O)(=O)c2cc(Br)cc3c2N(C(=O)C2CC2)CC3)cc1C | 12% | -22%[10.9 µM] | ? | -5%
CCOC(=O)C1CCN(C(=O)Cn2nc(C)n3c(cc4c(OC)cccc43)c2=O)CC1 | 8% | -7%[10.9 µM] | -1.1% | 4%
CCCCOCCCNC(=O)CN1C(=O)c2ccccc2C1=O | 10% | 0% | -0.5% | 16%
CCc1c(C)c2ccc(OCC(=O)N(C)C)c(C)c2oc1=O | -7% | -21% | -7.9% | -7%
CC1CN=C(NC2CCCCC2C)S1 (stereo unspecified) | 0% | 3% | 0.5% | -9%
Cc1nn(C)c(C)c1S(=O)(=O)N1CCC(C(=O)NCC2COc3ccccc3O2)CC1 (stereo unspecified) | -4% | -14% | -1.6% | 8%

# Next part:
Structure | p53ts 32C tox | Peg3 imprint | IkB signaling | p53ts 39C kill
CC(=O)c1c(C)[nH]c(C(=O)Nc2cccnc2)c1C | 0% | -24% | 0.9% | -5%
CCc1ccc(CNC(=O)c2cnc3sc(N4CCCC4)nn3c2=O)cc1 | -4% | 9%[10.9 µM] | 0.7% | 0%
COC(=O)c1ccc(C23CC4(C2)[C@H](CN(Cc2ccc(-c5ccccc5)cc2)[C@@H]4c2ccccc2)C3c2ccc(C(F)(F)F)cc2)cc1 (stereo partly specified) | -1% | -9% | / | 2%
Cc1cccc(Cn2c(=O)n(Cc3ccc4c(c3)OCO4)c(=O)c3oc4ccccc4c32)c1 | 1% | -16%[10.9 µM] | 1.9% | -8%
COc1ccc(-c2cc(C(=O)N/N=C\c3cc(OC)c(OC)c(OC)c3)[nH]n2)cc1 | -24% | / | / | -23%
COCCn1nnnc1C(c1ccc(OC)cc1)N1CCN(c2ccccc2F)CC1 (stereo unspecified) | 1% | -3% | 0.1% | 4%
O=C(NCCc1ccccn1)c1ccc(COc2ccccc2)o1 | -8% | -2% | 2.8% | -2%
Cc1ccc2oc(=O)n(Cc3ccccc3Cl)c2c1 | 8% | -8%[10.9 µM] | 0.6% | -16%
CCOC(=O)c1[nH]c2cc(OC)c(OC)cc2c1NC(=O)CN(C)C1CCCCC1 | 6% | -13% | 0.5% | ?
COc1cccc(CNC(=O)C2CCCN(S(=O)(=O)c3cn(C)cn3)C2)c1 (stereo unspecified) | -6% | -6%[10.9 µM] | 0.1% | 11%

# The list continues.
Structure | p53ts 32C tox | Peg3 imprint | IkB signaling | p53ts 39C kill
COc1cccc([C@H](O)Cn2cc(-c3ccc(CON=C(C)C)cc3)nn2)c1 | 2%[9.22 µM] | / | / | 15%[9.22 µM]
C/C(Cn1cnc([N+](=O)[O-])n1)=N\NC(=O)c1cccc(F)c1 | -17% | / | / | -11%
CC(C)CC(c1nnnn1CC1CCCO1)N1CCN(c2nc3ccccc3s2)CC1 (stereo unspecified) | -2% | 6% | 1.1% | -19%
O=C(Nc1ccc(Br)cc1F)c1cc(S(=O)(=O)NC2CCCC2)ccc1F | -20% | -19%[10.9 µM] | 0.3% | ?
Cc1cccc(C(=O)NCCN2CCN(c3ccccc3)CC2)c1 | -4% | -12% | -0.2% | 0%
O=C(CSc1nc2ccccc2o1)NCc1ccco1 | -4% | -11% | 0.6% | 4%
O=c1oc2ccccc2cc1-c1nc(-c2cccs2)no1 | -19% | -22%[10.9 µM] | ? | -10%
COc1cccc(CNC(=O)Nc2cccs2)c1 | -7% | -17% | 1.4% | -14%
COc1ccccc1NC(=O)CSc1nnc(C)n1CC1CCCO1 (stereo unspecified) | -3% | / | / | -4%
O=C(O)CCc1nc2cccnc2n1Cc1ccccc1 | 5% | -9% | 0.3% | 10%

# In another format: results already given.
# Every second line gives: p53ts 32C tox, Peg3 imprint, IkB signaling, p53ts 39C kill
O=C(Nc1ccc(Br)cc1F)c1cc(S(=O)(=O)NC2CCCC2)ccc1F
  -20%, -19%[10.9 µM], 0.3%, ?
Cc1cccc(C(=O)NCCN2CCN(c3ccccc3)CC2)c1
  -4%, -12%, -0.2%, 0%

# Further records:
Structure | p53ts 32C tox | Peg3 imprint | IkB signaling | p53ts 39C kill
CC1CCN(C(=O)CSc2nnc(Cc3ccccc3)o2)CC1 | 0% | -14% | -2.3% | 5%
CCOC(=O)c1ccc(-c2ccc(/C=C(\C#N)C(=O)Nc3ccc(OCC)cc3)o2)cc1 | 5% | -10%[10.9 µM] | -1.7% | 0%
Cc1ccc(Cn2nnc3c(=O)n(Cc4cc(C)ccc4C)cnc32)cc1 | 0% | -10% | 0.2% | -14%
Cc1ccc(C(c2cccc(Br)c2)c2c(C)[nH]c3ccccc23)s1 (stereo unspecified) | 0% | -5%[10.9 µM] | ? | ?
COc1cccc(CNC(=O)Cn2c(=O)oc3cc(S(=O)(=O)N4CCCCCC4)ccc32)c1 | -4% | -9%[10.9 µM] | -1.3% | 29%
CCOc1ccc(CNC(=O)c2ccc3c(c2)c(C)c(C)n3Cc2ccccc2)cc1OC | -3% | -10%[10.9 µM] | ? | -10%
CC1=C(C(=O)NC2CCCCC2C)C2(CCC(C)CC2)OC1=O (stereo unspecified) | 5% | -17% | 0.3% | 2%
CCOc1ccc(N2CC(c3nc4ccccc4n3Cc3cccc(Cl)c3)CC2=O)cc1 (stereo unspecified) | 4% | 10%[10.9 µM] | 1.9% | -7%
COc1ccc(NC(=O)N2CC3(CCN(C(=O)c4cnccn4)CC3)C2)cc1 | 0% | / | 1.0%[11.4 µM] | -1%
CCCCCNC(=O)c1ccc2c(c1)ncn2-c1cccc(C)c1 | -21% | -13%[10.9 µM] | ? | -23%

# Next part.
Structure | p53ts 32C tox | Peg3 imprint | IkB signaling | p53ts 39C kill
O=C(Nc1nnc(SCc2ccccc2)s1)c1cccc([N+](=O)[O-])c1 | -2% | / | / | 10%
OC1CN=C2C=CC=CN2C1 (stereo unspecified) | 0% | -4% | 0.9% | 4%
CCOc1ccc(NC(=O)C2CCN(C(=O)NC3CCCCC3)CC2)cc1 | -19% | / | / | -7%
COc1ccccc1CNC(=O)CC(c1ccc(C)cc1)N1Cc2ccccc2C1=O (stereo unspecified) | 3% | -6%[10.9 µM] | ? | 0%
Cc1ccc(NS(=O)(=O)c2c(C(=O)N3CCC(C)CC3)c(C)n(C)c2C)cc1Cl | 14% | -4%[10.9 µM] | 0.5% | 12%
CC(=O)OC[C@@H]1O[C@@H](O/N=C2/C[C@@H](O)[C@@H](O)[C@@H]3[C@@H]4C(=O)N(C5CCCCC5)C(=O)[C@H]4CC[C@@H]23)[C@H](OC(C)=O)[C@H](OC(C)=O)[C@@H]1OC(C)=O | 1%[9.22 µM] | / | / | -7%[9.22 µM]
COc1ccc(C2CC(=O)c3cc(-c4nc(-c5cccc([N+](=O)[O-])c5)cs4)c(=O)n(-c4ccccc4N)c3C2)cc1 (stereo unspecified) | 8% | -11%[10.9 µM] | -1.5% | 14%
O=C(NCCC1=CCCCC1)c1ccc2c(c1)N(Cc1cccc(Cl)c1)C(=O)c1ccccc1S2(=O)=O | -2% | -12%[10.9 µM] | -2.3% | 15%
O=C(CCn1c2c(c3ccccc31)CCCC2)NNC(=O)c1ccccc1[N+](=O)[O-] | -4% | / | / | -2%
CC(=O)Nc1cccc(NC(=O)CSc2cn(CC(=O)N3CCCCCC3)c3ccccc23)c1 | 7% | -11%[10.9 µM] | 0.5% | 8%

# Following part.
Structure | p53ts 32C tox | Peg3 imprint | IkB signaling | p53ts 39C kill
COC(=O)c1ccc(C(/C=C/[C@@H](C)C(=O)NCCc2c[nH]c3ccccc23)NC(=O)OCc2ccccc2)cc1 (stereo partly specified) | 4% | -15% | / | -1%
CCc1ccc(NC(=O)CSc2nccn2-c2cccc(C)c2C)cc1 | 3% | 15%[10.9 µM] | ? | -25%
COC(=O)c1ccc(C(NC(=O)OCc2ccccc2)/C(F)=C/[C@@H](C)C(=O)NCCN2CCOCC2)cc1 (stereo partly specified) | 6% | -12% | / | -5%
COC(=O)CNC(=O)c1c(-c2c(Cl)cccc2Cl)noc1C | -1% | 6% | 1.8% | 3%
NC(=O)c1oc2ccccc2c1NC(=O)C1CCCCC1 | 2% | -7% | -3.2% | -2%
N#C[C@H](C(=O)O)C(c1c(Cl)cccc1Cl)[C@H](C#N)C(=O)O | 3%[9.22 µM] | -5%[10.9 µM] | 0.4%[11.4 µM] | 10%[9.22 µM]
COC(=O)CCSCc1cn2cc(Cl)ccc2n1 | -8% | -9% | 2.3% | -1%
COc1ccc(C(=O)Nc2cccc(-c3nc4ncccc4o3)c2C)cc1OC | ? | / | 8.2% | -11%
O=C(C1COc2ccccc2O1)N1CCN(c2ccccc2)CC1 (stereo unspecified) | 5% | 3% | -2.0% | 1%
Cc1cc(C(=O)CN2C(=O)c3ccccc3C2=O)c(C)n1Cc1cccs1 | ? | -67%[inhibitor] | -0.5% | ?

# Later entries
Structure | p53ts 32C tox | Peg3 imprint | IkB signaling | p53ts 39C kill
CC(C)C(NC(=O)OCc1ccccc1)C(=O)OCC(=O)N1CCCCC1 (stereo unspecified) | 3% | -35%[inhibitor] | 1.3% | -3%
Cc1cc(C)cc(N(CCC#N)C(=O)CSc2nc3nc(C)cc(C)n3n2)c1 | 2% | -6% | 0.6% | -11%
CC(C)(C)OC(=O)NCc1nc(N)n[nH]1 | 3% | / | / | -1%
COc1cc(C(=O)Nc2cccc(-c3nc4ncccc4o3)c2C)cc(OC)c1OC | 7% | -8% | 1.2% | 7%
CCOC(=O)c1cc(-c2nnc(-c3ccc(Cl)cc3)o2)c(C)nc1C | -7% | 10% | -3.4% | 5%
CCOC(=O)c1cc2c(n(-c3ccc(C)cc3)c1=O)CCCC2=O | 30%[activator] | -4% | 0.2% | 4%
CC1CCN(C(=O)Cn2nc(C(F)(F)F)c3c2CCCC3)CC1 | 9% | 1% | 1.5% | 1%
CCCS(=O)(=O)Nc1cc(C(F)(F)F)ccc1OCCOC | 1% | -15% | 1.2% | -21%
COc1ccc(C)c2sc(N3CCCC3)nc12 | 0% | -6% | -3.7% | 7%
CCSc1nnc(NC(=O)CCc2ccccc2)s1 | 1% | -8% | 2.1% | 11%

# Going on with the list.
Structure | p53ts 32C tox | Peg3 imprint | IkB signaling | p53ts 39C kill
Cc1ccc(C)n1-n1cnc2scc(-c3cccs3)c2c1=O | 10% | 1% | 1.1% | 1%
CC1CN(c2ccc(Oc3ccccc3)cc2)c2nc3c(c(=O)[nH]c(=O)n3C)n2C1 (stereo unspecified) | 0% | 0% | -0.1% | 3%
COc1ccccc1CN1CC[C@@]2(CCCN(C(=O)c3cc(C(F)(F)F)cc(C(F)(F)F)c3)C2)C1 | -11% | / | ? | 0%
COc1c(Cl)cc(Cl)cc1C(=O)Nc1cccc2cccnc12 | -1% | 3%[10.9 µM] | ? | 9%
O=C(NCCCN1CCN(c2ccccc2)CC1)c1sc2ncccc2c1-n1cccc1 | -14% | -15%[10.9 µM] | -2.2% | -20%
Cc1ccc(N=C2SCCCN2C(=O)c2ccco2)cc1Cl | 26% | -23% | 1.6% | 19%
Cc1cccc(NC(=O)CSc2nnc(-c3ccccc3)n2N)c1C | -5% | -13% | 1.7% | 0%
O=C(NCc1ccco1)c1cccnc1-c1nc2ccccc2s1 | 3% | 3% | -0.7% | 7%
FC(F)Oc1ccccc1C1CC(c2ccc(Br)s2)Nc2ncnn21 (stereo unspecified) | 10% | -13% | ? | 2%
Cc1ccc(NC(=O)Nc2c(C)n(C)n(-c3ccccc3)c2=O)c(Cl)c1 | 2% | 24%[10.9 µM] | ? | -6%
CC1(C)[C@@H](O)CC[C@]2(C)C3C(=O)C=C4C5C[C@@](C)(C(=O)O)CC[C@]5(C)CC[C@@]4(C)[C@]3(C)CC[C@@H]12 (stereo partly specified) | 10% | 0% | / | 5%
CCCCn1c(Cc2ccccc2)nnc1SCC(=O)Nc1cc(C)on1 | 4% | / | / | 4%
CCCCSCCCNC(=O)C1CCN(Cc2nc(-c3ccc(CC)cc3)oc2C)CC1 | -4% | -18%[10.9 µM] | ? | ?
